# Compound activity as filed in PubChem.
# GPR151 ag: activates the human receptor GPR151; PathHunter beta-arrestin GPR151 cells, luminescence; activation, % at 11.2 µM; 1% of 650,000 active; in the data active = activation above about 4.9%;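 note: 0% = median of compound wells and 100% = cells with positive control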
# Target sequence (Q8TDV0 whole entry, looked up): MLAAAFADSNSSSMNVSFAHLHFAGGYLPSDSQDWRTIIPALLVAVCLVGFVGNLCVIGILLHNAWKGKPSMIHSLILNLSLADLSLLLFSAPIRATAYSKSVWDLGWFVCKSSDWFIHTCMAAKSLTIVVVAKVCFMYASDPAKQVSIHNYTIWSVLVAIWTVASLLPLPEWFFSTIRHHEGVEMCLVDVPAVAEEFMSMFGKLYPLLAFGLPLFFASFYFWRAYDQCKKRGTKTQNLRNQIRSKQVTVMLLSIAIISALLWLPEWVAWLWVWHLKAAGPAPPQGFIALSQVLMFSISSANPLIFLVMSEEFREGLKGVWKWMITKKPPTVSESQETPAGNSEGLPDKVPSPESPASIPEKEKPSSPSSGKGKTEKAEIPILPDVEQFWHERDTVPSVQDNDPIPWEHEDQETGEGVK
# FBW7 act: activators of human E3 ligase FBW7; Q969H0; AlphaScreen FBW7–phospho-cyclin E peptide binding, activator screen; normalized activity (activation), % at 26.1 µM; 0.13% of 650,000 active; AID 1259310; in the data active = normalized activity above about 1.9%;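 note: purified mutant Fbw7 with reduced substrate affinity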
# Target sequence (Q969H0 whole entry, looked up): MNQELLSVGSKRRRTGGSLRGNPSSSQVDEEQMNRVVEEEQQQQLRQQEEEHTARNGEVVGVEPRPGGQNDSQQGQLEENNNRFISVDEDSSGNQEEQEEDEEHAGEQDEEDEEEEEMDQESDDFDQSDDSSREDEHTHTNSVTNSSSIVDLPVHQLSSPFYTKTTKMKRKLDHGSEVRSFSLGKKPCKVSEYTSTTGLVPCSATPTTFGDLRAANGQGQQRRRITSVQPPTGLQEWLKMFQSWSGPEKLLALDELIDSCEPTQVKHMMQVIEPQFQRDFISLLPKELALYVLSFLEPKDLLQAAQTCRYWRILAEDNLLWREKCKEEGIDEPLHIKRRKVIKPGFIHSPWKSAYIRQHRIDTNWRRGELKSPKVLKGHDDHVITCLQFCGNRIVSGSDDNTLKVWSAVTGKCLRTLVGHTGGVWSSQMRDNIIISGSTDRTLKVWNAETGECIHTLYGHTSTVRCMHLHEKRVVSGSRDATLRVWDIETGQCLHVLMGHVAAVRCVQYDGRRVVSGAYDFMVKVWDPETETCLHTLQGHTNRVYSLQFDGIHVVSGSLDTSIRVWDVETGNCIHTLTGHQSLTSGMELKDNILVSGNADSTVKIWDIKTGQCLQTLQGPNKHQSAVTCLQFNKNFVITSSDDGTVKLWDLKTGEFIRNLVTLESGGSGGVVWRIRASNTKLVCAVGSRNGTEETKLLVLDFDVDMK
# TEAD-YAP block: TEAD-YAP interaction inhibition. HEK-TIYL cells, TEAD-Gal4/YAP UAS-luciferase luminescence. inhibition, % at 9.12 µM. 1.4% of 640,000 active; in the data active = inhibition above about 32%;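 note: 0% = median of test compound wells and 100% = reference inhibitor wells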
# MITF primary: inhibitors of human MITF. AlphaScreen MITF homodimerization, bead proximity signal. inhibition, % at 2.6 µM. 0.91% of 650,000 active; in the data active = inhibition above about 50%;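 note: 0% = vehicle wells with protein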
# * = called active by the depositor; . = no result given; & = joins results of further samples.
SMILES,GPR151 ag,FBW7 act,TEAD-YAP block,MITF primary
CCc1ccccc1N(C)C(=O)c1sc2ncn(CC(=O)N3CCCCC3C)c(=O)c2c1C (stereo not drawn),-0.7,0.0,16,16
CC(=O)c1cc2c(cc1NC(=O)Cn1[nH]c(=O)c3ccccc3c1=O)OCO2,-0.5,0.0,4,-1
CCc1nnc(N/N=C/c2cc(C)c(C)cc2C)n1N,0.1,-0.6,9,-1
COC1COC(=O)[C@@H](C)NC(=O)C/C=C/[C@H](C)[C@@H](OC)COC(=O)C/C=C/[C@@H]1C (stereo partly drawn),1.2,0.2,.,-3
Cc1cc(NC(=O)Cn2ccc([N+](=O)[O-])n2)no1,-2.2,0.3,12,16
O=C1COc2cc(S(=O)(=O)NC3CCN(Cc4ccccc4)CC3)ccc2N1,0.7,-0.2,4,2
Nc1ncnc(NCCc2c[nH]c3ccccc23)c1[N+](=O)[O-],0.4,0.1,0,0
COCCOC(=O)C1=C(C)NC(=O)NC1c1ccc(OCC(N)=O)cc1 (stereo not drawn),0.1,0.1,7,13
CCc1cccc(CC)c1NC(=O)CSc1nc2ccc(NC(=O)c3ccccc3)cc2s1,0.0,0.2,-9,-4
COC(=O)c1ccc(NCCC(=O)O)c([N+](=O)[O-])c1,-1.2,0.0,-9,-2
CN=C(NS(=O)(=O)c1cc(C)ccc1C)c1ccccc1,0.1,0.1,12,-2
COc1ccc(C(=O)NC(=S)NNC(=O)c2cccnc2)cc1,0.4,-0.2,-8,17
CN(C(=O)c1cccc(C(F)(F)F)c1)C1CCS(=O)(=O)C1 (stereo not drawn),2.5,0.0,-2,0
CCc1ccc(CN(C(=O)c2cc3ccccc3oc2=O)C2CCS(=O)(=O)C2)cc1 (stereo not drawn),0.4,0.0,-85,-6
CNS(=O)(=O)c1ccccc1Nc1cc(Nc2ccc(N3CCOCC3)cc2OC)ncc1C(F)(F)F,-0.7,0.0,-9,-6
CCOC(=O)Nc1ccc(S(=O)(=O)Nc2ccccc2)cc1,0.1,0.2,9,0
CCCCCCSc1nnc2c(n1)OC(c1ccc(C(=O)O)cc1)Nc1ccccc1-2 (stereo not drawn),-1.2,0.1,-7,-4
Cc1ccc(CN2CCN3C(=O)[C@H](Cc4ccccc4)N(C)C(=O)[C@H]3C2)cc1C,0.7,1.3,3,-16
O=C(O)c1cccc(NC(=S)N/N=C/c2cccc(O)c2)c1,1.2,-0.1,15,8
Cc1cccc(N(CCOC(=O)CN2C(=O)c3ccccc3C2=O)C2=NS(=O)(=O)c3ccccc32)c1,0.1,0.3,-2,7
Cc1ccc2oc(-c3cccc(NC(=O)c4cc([N+](=O)[O-])ccc4Cl)c3)nc2c1,-0.1,0.3,-6,3
COc1cccc(N2C(=O)CN(Cc3ccc(OC(F)F)cc3)CC2C)c1 (stereo not drawn),0.1,0.1,2,14
CCOC(=O)CC1=C(C#N)C(c2cccnc2)C(C(=O)OCC)=C(N)O1 (stereo not drawn),-0.1,0.5,1,-9
CCC(C)N1C(=O)C2C(C(=O)Nc3cccc(Cl)c3)C3C=CC2(O3)C1C(=O)NC1CCCC(C)C1C (stereo not drawn),-1.5,0.0,-4,7
COC(=O)c1c(NC(=O)c2ccccc2F)sc2c1CCCCC2,-0.1,-0.1,-16,-12
Cn1c(=O)c2c(nc(NCCN)n2Cc2ccccc2)n(C)c1=O,0.9,-0.1,2,4
CN(C)CCCOC(=O)c1ccccc1Br,1.2,-0.1,-4,-1
Cc1ccccc1OCc1nc(C#N)c(NCC(C)C)o1,-1.7,0.2,-32,4
N#Cc1c(N)nc(SCc2ccccc2F)c(C#N)c1-c1cccs1,-2.4,0.6,-14,6
Nc1nonc1C(=O)N/N=C/c1ccc(-c2ccc(Cl)cc2)o1,-0.8,-0.1,6,7

# Exported with values under each structure: part of the list above.
# Every second line gives: GPR151 ag	FBW7 act	TEAD-YAP block	MITF primary
- N#Cc1c(N)nc(SCc2ccccc2F)c(C#N)c1-c1cccs1
→ -2.4	0.6	-14	6
- Nc1nonc1C(=O)N/N=C/c1ccc(-c2ccc(Cl)cc2)o1
→ -0.8	-0.1	6	7

# The listing continues:
SMILES,GPR151 ag,FBW7 act,TEAD-YAP block,MITF primary
CCc1c(C(=O)Nc2cc(C)ccc2OC)[nH]c(C)c1C(C)=O,0.8,-0.5,-29,10
O=C(O)c1ccc(Nn2c(=S)[nH]c3ccccc3c2=O)cc1,5.0*,0.0,-1,5
CCOC(=O)C1(CCOc2ccccc2)CCN(Cc2cccnc2)CC1,1.2,0.0,5,-2
O=C(CC(=O)N/N=C/c1ccco1)NCc1cccnc1,0.4,-0.3,-4,-5
COc1cc(NC(=O)c2cc3c(C)nc4ccccc4c3o2)cc(OC)c1OC,0.0,-0.2,15,0
Cc1ccc(C2=NN(CCC(=O)NCC3CCCO3)C(=O)CC2)cc1 (stereo not drawn),0.4,-0.1,-1,8
O=C1C=C(Nc2ccc(Cl)cc2)CN1,1.8,0.1,-1,6
O=Cc1cc(Cl)ccc1OCC(=O)Nc1ccccc1F,0.2,-0.1,-28,-5
COc1ccc(C(=O)COC(=O)c2ccc3ccccc3c2)c(OC)c1,-2.0,-0.1,-8,3
CCOC(=O)C1=C(N)N2C(=O)C(C)SC2=C(C(=O)OCC)C1c1ccc(O)cc1 (stereo not drawn),-1.2,-0.1,-2,-2
O=C(O)c1ccc(NC(CS(=O)(=O)Cc2ccccc2Cl)C(=O)O)c([N+](=O)[O-])c1 (stereo not drawn),-1.3,0.1,4,16
COc1cc(CN2CCc3nnc(CCc4ccccc4)n3CC2)cc(OC)c1O,0.7,0.0,2,12
Cc1nnc(C)c2c(C)n(-c3ccccc3N)c(C)c12,2.0,0.4,-5,27
N#Cc1c(/N=C/c2c(O)n(-c3ccccc3)c(=O)[nH]c2=O)sc2c1CCCC2,-0.5,-0.6,-12,-5
COC(=O)c1cc(Cc2ccccc2)sc1NC(=O)c1cc(-c2ccc(OC(C)C)cc2)nc2ccccc12,1.0,0.0,13,-2
O=C(Nc1nc(-c2nc3ccccc3s2)cs1)c1ccc(Oc2ccccc2)cc1,-0.5,1.0,10,12
CCC1CCCCN1C(=O)c1nn(-c2cc(OC)cc(OC)c2)c(=O)c2ccccc12 (stereo not drawn),-1.0,-0.1,3,-2
O=C(Nc1ccc(-c2cscn2)cc1)C1CCCN(Cc2ccc(CO)o2)C1 (stereo not drawn),3.3,0.0,2,9
Cc1ccc(Cc2cnc(NC(=O)CCl)s2)cc1,-0.6,0.0,25,5
CC1CCCCN1CCCNC(=O)C1CC(=O)N(C2CCCCC2)C1 (stereo not drawn),0.1,-0.1,-4,-12
CN1C(=O)/C(=C(/C#N)c2nnc3n2CCCCC3)c2ccccc21,-0.5,0.0,-4,15
N#C/C(=C\Nc1ccccc1F)c1nc(-c2cc3cc(Br)ccc3oc2=O)cs1,2.1,0.0,-2,0
O=C(O)CSc1nnc(-c2ccc(NS(=O)(=O)c3ccccc3)cc2)o1,0.3,0.3,-2,-8
COc1ccc([N+](=O)[O-])cc1-c1ccc(/C=N/NS(=O)(=O)c2ccc(C)cc2)o1,4.7,0.0,5,22
Cc1cc2ccccc2c(=O)n1CC(=O)N1CCCCCC1,-1.2,-0.2,-1,-5
CC1=C(C(=O)OC2CCCCC2)C(c2ccc(C)cc2)C2=C(CC(c3ccccc3)CC2=O)N1 (stereo not drawn),-0.5,0.0,4,1
O=c1cc(C(F)(F)F)nc(Sc2c(-c3ccccc3)c3cc(Cl)ccc3[nH]c2=O)[nH]1,1.3,-0.3,-5,-2
CN(C)c1ccc(/C=N/NC(=O)COc2ccccc2Br)cc1,2.3,-0.1,-4,-6
O=C(CSc1ncnc2c1sc1nc3ccccc3cc12)N1CCOCC1,-0.9,-0.1,5,10
CCc1c(C)sc2ncn3c(=O)n(Cc4cccnc4)nc3c12,0.3,0.1,3,14

# 15 consecutive records out of the list so far, for reference:
SMILES,GPR151 ag,FBW7 act,TEAD-YAP block,MITF primary
O=C(Nc1nc(-c2nc3ccccc3s2)cs1)c1ccc(Oc2ccccc2)cc1,-0.5,1.0,10,12
CCC1CCCCN1C(=O)c1nn(-c2cc(OC)cc(OC)c2)c(=O)c2ccccc12 (stereo not drawn),-1.0,-0.1,3,-2
O=C(Nc1ccc(-c2cscn2)cc1)C1CCCN(Cc2ccc(CO)o2)C1 (stereo not drawn),3.3,0.0,2,9
Cc1ccc(Cc2cnc(NC(=O)CCl)s2)cc1,-0.6,0.0,25,5
CC1CCCCN1CCCNC(=O)C1CC(=O)N(C2CCCCC2)C1 (stereo not drawn),0.1,-0.1,-4,-12
CN1C(=O)/C(=C(/C#N)c2nnc3n2CCCCC3)c2ccccc21,-0.5,0.0,-4,15
N#C/C(=C\Nc1ccccc1F)c1nc(-c2cc3cc(Br)ccc3oc2=O)cs1,2.1,0.0,-2,0
O=C(O)CSc1nnc(-c2ccc(NS(=O)(=O)c3ccccc3)cc2)o1,0.3,0.3,-2,-8
COc1ccc([N+](=O)[O-])cc1-c1ccc(/C=N/NS(=O)(=O)c2ccc(C)cc2)o1,4.7,0.0,5,22
Cc1cc2ccccc2c(=O)n1CC(=O)N1CCCCCC1,-1.2,-0.2,-1,-5
CC1=C(C(=O)OC2CCCCC2)C(c2ccc(C)cc2)C2=C(CC(c3ccccc3)CC2=O)N1 (stereo not drawn),-0.5,0.0,4,1
O=c1cc(C(F)(F)F)nc(Sc2c(-c3ccccc3)c3cc(Cl)ccc3[nH]c2=O)[nH]1,1.3,-0.3,-5,-2
CN(C)c1ccc(/C=N/NC(=O)COc2ccccc2Br)cc1,2.3,-0.1,-4,-6
O=C(CSc1ncnc2c1sc1nc3ccccc3cc12)N1CCOCC1,-0.9,-0.1,5,10
CCc1c(C)sc2ncn3c(=O)n(Cc4cccnc4)nc3c12,0.3,0.1,3,14

# (listing goes on)
SMILES,GPR151 ag,FBW7 act,TEAD-YAP block,MITF primary
CCCCOc1ccc(C(=O)N2CCN(C(=O)OCC)CC2)cc1,2.3,-0.1,-2,10
COC(=O)c1sccc1N/N=C/c1cccnc1,-4.0,0.5,-4,15
COCCn1c(=O)c2c(nc3n2CC(C)CN3c2cc(Cl)ccc2C)n(C)c1=O (stereo not drawn),2.7,-0.1,4,5
Cc1cccc2c(N)c3c(nc12)N(C)CC3,4.9,-0.1,1,27
CCN(CC)CCCNC1CCS(=O)(=O)C1 (stereo not drawn),-0.5,0.2,11,5
O=c1oc2ccccc2c2c1C(c1cccs1)Nc1ccc3ccccc3c1-2 (stereo not drawn),0.5,0.1,-8,-3
O=C(CC(C(=O)O)N1CCNCC1)Nc1cccc(Cl)c1 (stereo not drawn),-0.9,0.1,5,9
COc1ccc(N2C(N)=C(C#N)C(c3ccc(C(C)(C)C)s3)C3=C2CCCC3=O)cc1 (stereo not drawn),2.3,-0.1,2,4
CCCn1c(=O)c2c(nc3n(-c4ccc(CC)cc4)c(C)c(C)n23)n(C)c1=O,-1.1,0.2,8,7
Cn1ncc([N+](=O)[O-])c1C(=O)n1nnc2ccccc21,0.3,-0.1,3,-3
O=C(CSc1nnc2ccccn12)N1CCCc2ccccc21,0.9,0.1,-42,8
O=C(/C=C/c1ccccc1)N1CCC2(CC1)CC2C(=O)N1CCN(Cc2ccccc2)CC1 (stereo not drawn),-0.6,0.1,11,1
CCOc1ccc2[nH]c(=O)c(CN(CCCO)C(=O)c3ccc(Cl)cc3)cc2c1,1.1,-0.1,16,13
CCc1c(C)nc(N2CCN(Cc3ccc4c(c3)OCO4)CC2)[nH]c1=O,0.9,0.0,-4,-4
COc1cc(OC)cc(C(=O)Nc2sc3c(c2C#N)CCN(C(C)=O)C3)c1,7.3*,0.0,61*,9
NNC(=O)C(=O)Nc1ccc(Oc2ccccc2)cc1,0.4,0.5,3,8
O=c1oc2ccccc2c(Oc2ccccc2)c1[N+](=O)[O-],-4.6,0.0,9,-5
CC(C)(C)C(=O)N1CCN(C(=O)c2ccc3cc[nH]c3c2)CC1,-1.0,-0.1,3,-3
O=c1/c(=C/c2ccco2)sc2nc(-c3ccco3)nn12,1.5,0.1,-12,14
COc1cc(NC(=O)c2nc(-c3ccncc3)no2)cc(OC)c1OC,-1.8,0.8,16,4
FC(F)(F)c1nnc2ccc(Cl)nn12,-1.4&0.6,-0.1,9,1
CCOC(=O)C1=C(C)N=c2s/c(=C\c3ccc(-c4ccc(OC)cc4[N+](=O)[O-])o3)c(=O)n2C1c1ccc(N(C)C)cc1 (stereo not drawn),-0.1,-0.1,-5,-11
CN1CCN(Cc2cc(=O)oc3ccc4ccccc4c23)CC1,0.6,-0.1,1,9
CC(Oc1ccc(Cl)cc1Cl)C(=O)Nc1ccc(N(C)C)cc1 (stereo not drawn),-0.5,-0.1,-28,2
CCOC(=O)c1c(NC(=O)c2ccc(Cl)cc2)sc(C(=O)Nc2ccc3c(c2)OCO3)c1C,0.2,0.2,-7,-2
O=C1CCC(=O)N1OCCCOc1cccc(Oc2ccccc2)c1,0.9,0.1,-5,1
O=C(O)C12CC3CC(C1)CC(n1ncc(NC4CCCCCCC4)c(Cl)c1=O)(C3)C2,-1.0,0.1,4,0
COc1ccccc1/C=N\Nc1cn[nH]c(=O)c1Cl,0.0,0.0,-10,14
O=C(NCc1ccccc1)c1ccc2c(=O)n(CCC3=CCCCC3)c(=S)[nH]c2c1,-0.4,0.9,10,9
COC(=O)Cc1ccc(OC(=O)CN2C(=O)c3cccc([N+](=O)[O-])c3C2=O)cc1,1.5,0.1,2,-1
CCOc1ccccc1C1C(C#N)=C(N)Oc2n[nH]c(-c3cc(C)sc3C)c21 (stereo not drawn),-0.9,0.0,2,7
CCCC(CCC)=NNC(=O)c1ccc(O)cc1,0.3,0.1,-5,-3
O=C(COc1ccccc1O)NCC1CCCO1 (stereo not drawn),0.9,0.0,4,5
Cc1cc2ccccc2n1CCNC(=O)Cn1cc(NC(=O)c2ccccn2)cn1,0.2,0.9,-10,20
